H9c2 TAG inh: inhibitors of triacylglycerol accumulation, primary screen, cell-based, uHTS, fluorescence, H9c2; AID 651582, 2012; inhibition, % at 12.5 µM; H9c2 cells, Nile Red lipid (TAG) fluorescence; cells loaded with 200 µM oleic acid; hit rate 0.66% among 230,000;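 active = pattern-corrected inhibition of lipid staining of at least 50% with the nuclear-stain viability signal not falling by more than 50%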;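 also: 0% = DMSO wells and 100% = triacsin C control wells; some results filed as inactive read as strong as hits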
H9c2 TAG inh DAPI viability: further read-out of H9c2 TAG inh, marked with its call; DAPI nuclei signal change (viability), lower = more cytotoxic, %;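 whole-well DAPI fluorescence read on a plate reader as a viability signal; minus 50 percent equals half of cells still viable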
Active calls of the source: *. This is a subset; count on the stated rates, not on these rows.

Results follow in this order: H9c2 TAG inh	H9c2 TAG inh DAPI viability
> CC1CN(S(=O)(=O)c2cccc(C(=O)N=c3sccn3C)c2)CC(C)O1 (centres undefined)
  1.7	-2.8
> Cc1ccccc1NC(=O)COC(=O)CCc1c[nH]c2ccccc12
  -18.0	6.2
> COc1ccc(OC)c(-c2nn(-c3ccccc3)cc2C(=O)NC2(C)CCS(=O)(=O)C2)c1 (centres undefined)
  -2.1	-5.8
> CCCCn1nnc(NC(=O)c2sc3cc(Cl)ccc3c2Cl)n1
  -9.7	4.0
> COc1ccc(Cl)cc1NC(=O)CN(C)C(=O)CN1C(=O)NC(C)(C)C1=O
  -15.5	-0.1
> Cc1ccc(OCC(=O)N/N=C\c2ccc(O)cc2)c([N+](=O)[O-])c1
  -10.8	10.1
> O=C(c1cc2c([nH]c1=O)CCCC2)N1CCc2c([nH]c3ccccc23)C1c1ccccc1F (centres undefined)
  35.0	-13.6
> OC1(c2cccs2)CN(c2ccc(Cl)cc2)C2=[N+]1CCCC2 (centres undefined)
  3.4	-7.0
> COCCNC(=O)C(c1cccnc1)N(Cc1ccc(C)cc1)C(=O)Cn1nnc2ccccc21 (centres undefined)
  -12.9	-8.5
> CCc1cccc(C)c1NC(=O)CCN1C(=O)NC(C)(C)C1=O
  -11.7	-0.5
> CCOC(=O)c1c(NC(=O)c2cccs2)sc(C(=O)N2CCOCC2)c1C
  22.1	-6.0
> CN(Cc1nc2ccc(F)cc2[nH]1)Cc1c(C(=O)N(C)C)nc2ccc(Cl)cn12
  7.5	-2.4
> COc1ccc(N2CCN(C(=O)COC(=O)c3nc(Cl)ccc3Cl)CC2)cc1
  12.4	-8.6
> COc1ccccc1C(=O)NNC(=O)c1ccc(Br)o1
  -8.9	2.1
> COc1ccc(CNC(=O)[C@@H]2CC=C[C@@H]3CCN(C4CC4)C(=O)[C@@H]32)cc1
  6.4	4.4

Results follow in this order: H9c2 TAG inh	H9c2 TAG inh DAPI viability
> O=C(CN1CCOCC1)Nc1ncc(Br)cc1Br
  7.9	-16.4
> O=C(c1ccc(F)cc1)N1CCCC(c2nc(-c3cccs3)no2)C1 (centres undefined)
  1.4	2.5
> CCOc1ncccc1C(=O)OCC(=O)Nc1cccc(S(=O)(=O)N2CCCCCC2)c1
  -21.0	3.5
> CCOC(=O)C(CC)n1cnc2c(nnn2-c2ccccc2)c1=O (centres undefined)
  2.9	-6.5
> O=C(C1COc2ccccc2O1)N1CCN(c2ccc([N+](=O)[O-])cc2)CC1 (centres undefined)
  7.0	-8.5
> CSCCC(NS(=O)(=O)c1ccc(C)cc1C)C(=O)Nc1cccnc1 (centres undefined)
  9.0	6.0
> C=CCNC(=O)C1CCN(S(=O)(=O)c2ccc3ccccc3c2)CC1
  -1.6	-2.8
> Cc1cc(C)c2c(c1)-c1c(ssc1=S)C(C)(C)N2C(=O)CSc1nncn1C
  -5.7	10.9
> O=C(NCCN1CCN(c2ccccc2F)CC1)c1cccn2c(=O)c3ccccc3nc12
  30.3	5.4
> Cc1cc(C)c(S(=O)(=O)N2CCOC2CNC(=O)C(=O)NCCN2CCOCC2)c(C)c1 (centres undefined)
  1.7	-3.9
> O=C(NC(=S)NCC1CCCO1)c1ccc(Br)o1 (centres undefined)
  4.8	2.8
> COC(=O)Cc1c(C)c2ccc(OCC(=O)N3CCOCC3)cc2oc1=O
  17.3	-14.7
> COc1ccc(CCNC(=O)COC(=O)C2CC2C)cc1 (centres undefined)
  -9.1	-2.5
> COc1ccc(OCC(=O)OCC(=O)NCc2ccco2)cc1
  -12.3	6.0
> Cc1ccc(S(=O)(=O)N2CCOCC2)cc1C(=O)Nc1ccc2c(c1)CCC2
  -5.3	13.3

Quoted at random: 5 compounds from above
Results follow in this order: H9c2 TAG inh	H9c2 TAG inh DAPI viability
> CCOc1ncccc1C(=O)OCC(=O)Nc1cccc(S(=O)(=O)N2CCCCCC2)c1
  -21.0	3.5
> COc1ccc(OCC(=O)OCC(=O)NCc2ccco2)cc1
  -12.3	6.0
> O=C(CN1CCOCC1)Nc1ncc(Br)cc1Br
  7.9	-16.4
> COC(=O)Cc1c(C)c2ccc(OCC(=O)N3CCOCC3)cc2oc1=O
  17.3	-14.7
> O=C(NCCN1CCN(c2ccccc2F)CC1)c1cccn2c(=O)c3ccccc3nc12
  30.3	5.4

Further results follow.
Results follow in this order: H9c2 TAG inh	H9c2 TAG inh DAPI viability
> Cc1ccnc2nc(C(=O)N3CCN(S(=O)(=O)c4ccccc4)CC3)nn12
  -3.5	4.9
> O=[N+]([O-])c1cccc(SSc2cccc([N+](=O)[O-])c2)c1
  -8.8	-0.9
> COc1ccc(N2CCN(C(=O)CN3C(=O)NC4(CCCCCC4)C3=O)CC2)cc1
  -4.3	2.5
> O=C(C1CCC1)N1CCc2cc(S(=O)(=O)Nc3ccc4c(c3)OCO4)ccc21
  -17.4	-6.5
> CC1CCC2C(=O)N(c3ccc(Cc4ccncc4)cc3)C(=O)C2C1 (centres undefined)
  -15.9	2.5
> COc1ccccc1CNC(=O)C(NC(=O)c1ccccc1)C(C)C (centres undefined)
  -1.9	-13.5
> C(=N\Nc1nc(Nc2ccccc2)nc(Nc2ccccc2)n1)/c1ccncc1
  20.7	-5.4
> COCCCNC(=S)N1CCC(NC(=O)Nc2ccc(C)cc2)CC1
  10.7	-9.2
> Cc1ccc2cc(N)ccc2n1
  -0.7	5.7
> COc1ccc(-c2sc3cc(OC)c(OC)cc3c2C#CC2(O)CCCCC2)cc1
  32.3	4.9
> CCOc1ccc(NC(=O)C2CCCN(C(=O)NCc3ccccc3)C2)cc1 (centres undefined)
  -3.2	-0.4
> O=C(CN1CCCCC1)N1c2ccccc2Sc2ccc(C(F)(F)F)cc21
  -6.3	2.5
> CCc1cccc(CC)c1NC(=O)COC(=O)Cc1ccsc1
  5.2	-17.3
> COc1ccc(Nc2cc(C)nc3nc(C)nn23)cc1Cl
  7.3	-5.7
> CC1CCN(c2ccc(C(=O)Nc3ccc4c(c3)OCO4)cc2[N+](=O)[O-])CC1
  -6.1	6.0

Results follow in this order: H9c2 TAG inh	H9c2 TAG inh DAPI viability
> Cc1ccc(NC(=O)c2ccc(=O)[nH]n2)cc1S(=O)(=O)Nc1ccccc1Cl
  -6.7	5.4
> COc1ccc(N(C)S(=O)(=O)c2cccc(C(=O)NCc3ccc(C)cc3)c2)cc1
  -5.5	0.0
> O=C(O)C1Cc2[nH]cnc2C(c2cccc([N+](=O)[O-])c2)N1 (centres undefined)
  -6.2	0.8
> O=C(Nc1cccc(-c2ccc(N3CCCCC3)nn2)c1)c1ccc(Br)o1
  -1.2	-2.6
> CCCCN(C)C(=O)C1CCN(Cc2ccc(OCc3ccccc3)cc2)CC1
  0.3	10.8
> Cc1ccc(S(=O)(=O)NNC(=O)c2cc(C)c(C)cc2N)cc1
  -3.1	1.3
> O=C(O)c1ccc(Cl)c(N2C(=O)Nc3ccccc3N2O)c1
  -0.4	-5.6
> O=C1C(Cl)=C(Nc2ccccc2O)C(=O)N1c1ccccc1
  -7.1	-9.6
> CCOc1ccc2nc(CN3CCN(Cc4ccsc4)C(CCO)C3)ccc2c1 (centres undefined)
  -5.9	5.8
> CC1=C(C(N)=O)C(c2cccc(OCc3ccccc3)c2)n2nnnc2N1 (centres undefined)
  1.8	-0.3
> O=C(CNC(=O)c1ccc(Cl)cc1)N/N=C/C=C/c1ccccc1
  2.2	1.9
> COc1ccccc1C(=O)Nc1ccc(OCC(=O)N2CCCCC2)cc1
  4.4	-1.1
> CCCNC(=O)c1cc(C2CCCN(C(=O)c3cc(F)ccc3C)C2)on1 (centres undefined)
  0.0	2.1
> NC(=O)COC(=O)c1cc([N+](=O)[O-])ccc1NCCO
  -1.1	2.9
> COC(=O)c1cc(C#N)c(OC)nc1C
  -7.1	-1.3

Results follow in this order: H9c2 TAG inh	H9c2 TAG inh DAPI viability
> O=C(NCc1ccccc1F)C1CC(=O)N(Cc2ccco2)C1 (centres undefined)
  -7.7	8.9
> COc1ccc(Cl)cc1N1C(=O)C2CCCN2C1c1ccc(F)cc1 (centres undefined)
  -0.1	0.4
> CCN=C1S/C(=C\c2cn(CC(=O)NCCOC)c3ccccc23)C(=O)N1CC
  3.4	5.5
> CSc1nnc2ccc(-c3ccccn3)nn12
  12.4	-6.6
> CCC1CCCCN1S(=O)(=O)c1ccc2[nH]c(=O)ccc2c1 (centres undefined)
  8.5	-7.0
> O=C(Nc1cccc(S(=O)(=O)N2CCOCC2)c1)c1cc([N+](=O)[O-])ccc1N1CCOCC1
  5.5	-3.1
> Cc1ccc(S(=O)(=O)Oc2ccccc2/C=C2/SC(=O)NC2=O)cc1
  -4.6	2.2
> O=C(CSc1nc2cc(Cl)ccc2o1)NC1CC1
  10.1	0.0
> CCCCN(C(=O)C(C)N1C(=O)c2ccccc2C1=O)c1c(N)n(CC(C)C)c(=O)[nH]c1=O (centres undefined)
  5.1	0.6
> CC1(C)CC(N2CN(C3CCCCC3)CC2=O)CC(C)(C)N1
  14.1	7.5
> Cc1nc(Nc2ccc(C(=O)O)cc2)sc1-c1ccccc1
  9.9	0.5
> Cc1ccc(C2C(C=Nc3c(C)n(C)n(-c4ccccc4)c3=O)=C(c3ccccc3)Oc3ccccc32)cc1 (centres undefined)
  68.9*	-11.3*
> O=C(NCCNC(=O)C(F)(F)F)c1ccncc1
  -13.7	4.9
> Cc1ccc(S(=O)(=O)CCC(=O)OCc2cc(C)ccc2C)cc1
  6.2	-3.8
> CCOC(=O)N1CCN(c2c(NCCN3CCN(c4ccccc4F)CC3)c(=O)c2=O)CC1
  -3.1	-0.4

Results follow in this order: H9c2 TAG inh	H9c2 TAG inh DAPI viability
> Cc1ccc(S(=O)(=O)N2CCOCC2)cc1NC(=O)CSc1nc(N)cc(=O)[nH]1
  -9.0	13.0
> OC(CNc1ccccc1)COc1ccc(OCC(O)CNc2ccccc2)cc1 (centres undefined)
  8.6	2.3
> COC(=O)c1sc(NC(=O)C2CCCO2)c(C(=O)OC)c1C (centres undefined)
  -3.0	-0.5
> Cc1ccc(CNC(=S)NCc2ccncc2)cc1
  -6.3	10.9
> COc1ccc(CN(C)C(=O)c2cccc(NC(=O)CC3SC(N4CCCCC4)=NC3=O)c2)c(OC)c1 (centres undefined)
  -13.9	1.5
> COC(=O)c1[nH]c2cc(C)ccc2c1NC(=O)CN1CCN(c2ccccc2OC)CC1
  13.1	5.2
> CCN(CC(=O)NCc1ccc(F)cc1)C(=O)C1CCN(S(=O)(=O)c2ccc(C(C)C)cc2)CC1
  -57.1	-2.0
> Cc1cc(Nc2nc3ccccc3[nH]c2=O)n(-c2ccccc2)n1
  5.0	5.7
> O=C(NC(Nc1nc2ccccc2s1)(C(F)(F)F)C(F)(F)F)c1ccccc1
  -2.8	10.1
> COc1ccccc1NS(=O)(=O)c1cc(NC(=O)CCNC(C)=O)ccc1C
  0.4	-7.7
> CCOC(=O)C1=C(O)/C(=C/c2ccc(OCC(=O)O)c(OCC)c2)SC1=Nc1ccc(OC)cc1
  -2.0	6.2
> NC(=O)c1ccsc1NC(=O)COC(=O)COc1ccccc1F
  1.4	-2.7
> CC1CN(C(=O)c2ccc(S(=O)(=O)Nc3cccc(C(F)(F)F)c3)cc2)CC(C)O1 (centres undefined)
  -13.3	0.5
> CCOc1ccc(OCCCCn2cnc3ccccc3c2=O)cc1
  -33.0	-17.3
> COc1ccccc1CCC(=O)N(Cc1ccccc1)c1c(N)n(Cc2ccccc2)c(=O)[nH]c1=O
  9.1	-12.7

4 entries from above, with each value named:
> Cc1cc(Nc2nc3ccccc3[nH]c2=O)n(-c2ccccc2)n1
- H9c2 TAG inh = 5.0
- H9c2 TAG inh DAPI viability = 5.7

> O=C(NC(Nc1nc2ccccc2s1)(C(F)(F)F)C(F)(F)F)c1ccccc1
- H9c2 TAG inh = -2.8
- H9c2 TAG inh DAPI viability = 10.1

> CCN(CC(=O)NCc1ccc(F)cc1)C(=O)C1CCN(S(=O)(=O)c2ccc(C(C)C)cc2)CC1
- H9c2 TAG inh = -57.1
- H9c2 TAG inh DAPI viability = -2.0

> CCOC(=O)C1=C(O)/C(=C/c2ccc(OCC(=O)O)c(OCC)c2)SC1=Nc1ccc(OC)cc1
- H9c2 TAG inh = -2.0
- H9c2 TAG inh DAPI viability = 6.2

Additional structures:
Results follow in this order: H9c2 TAG inh	H9c2 TAG inh DAPI viability
> CCS(=O)(=O)Nc1cccc(C2=NN(S(=O)(=O)CC)C(c3ccccc3)C2)c1 (centres undefined)
  -0.5	-9.0
> CCOC(=O)C1CCc2c(ccc3ccccc23)N1CCC#N (centres undefined)
  -2.0	10.3
> CCOc1ccccc1OCCCC(=O)OCC(=O)Nc1cccc(Cl)c1
  -1.9	-7.2
> Cc1ccc(S(=O)(=O)N2CCN(C(=O)COC(=O)CNC(=O)c3ccc(Cl)cc3Cl)CC2)c(C)c1
  6.6	-9.1
> CCCn1c(NC(=O)CCS(=O)(=O)c2ccc(C)cc2)nc2ccccc21
  -12.8	4.1
> CC1(C(=O)Nc2ccc3c(c2)OCO3)CCN1C(=O)c1ccco1 (centres undefined)
  6.7	-2.3
> CCN(CC)S(=O)(=O)c1ccc2oc(SCC(=O)NC3CC3)nc2c1
  -5.1	-0.1
> CN1CCCCC1(C)C(=O)NCc1ccc(C(C)(C)C)cc1 (centres undefined)
  12.4	-4.4
> CCOc1cc(/C=N/NC(=O)C2CCCC2)ccc1OC(C)C
  -9.5	2.9
> N#CCCN(C(=O)COC(=O)CNS(=O)(=O)c1ccc2ccccc2c1)c1ccccc1
  -4.0	2.2
> CC(=O)Nc1cccc(NC(=O)CN2c3cccc4cccc(c34)S2(=O)=O)c1
  10.9	-1.7
> C[C@@H](C(=O)Nc1ccc(OC(F)F)c(Cl)c1)N1C(=O)C2CC=CCC2C1=O (some centres undefined)
  -7.4	-2.6
> O=C(COC(=O)CNS(=O)(=O)c1ccc2ccccc2c1)Nc1ccccc1Sc1ccccc1
  1.9	-16.3
> CC1(C)SC2c3ccccc3C(=O)N2[C@@H]1C(=O)NCCCN1CCOCC1 (some centres undefined)
  7.5	-1.4
> COc1ccc(S(=O)(=O)N2CCOCC2)cc1NC(=O)C1CC(=O)N(c2ccc3c(c2)OCCO3)C1 (centres undefined)
  0.4	3.2
> COc1ccc(-c2sc3cc(OC)ccc3c2-c2ccc(OCCN3CCOCC3)cc2)cc1
  1.0	49.0

High-throughput results (PubChem BioAssay)
